Assay outcomes as filed in PubChem BioAssay.
MPTP block: inhibitors of mitochondrial permeability transition pore | isolated mouse mitochondria, Ca2+ swelling absorbance, 30 min | inhibition, % at 10 µM | 360,000 tested, 1.4% active | AID 602449;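 active means inhibition of 50% or more, scaled per plate between neutral and stimulator controls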;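 further: 0% = DMSO wells given calcium and 100% = 1 mM EGTA wells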
* hit, by the source's call. This is a subset (hit frequency here may not be typical).

SMILES	MPTP block
COc1cc(OC)nc(Nc2nc(CN)cs2)n1	-0.4
C[C@@H]1CN([C@@H](C)CO)S(=O)(=O)c2ccc(Br)cc2O[C@H]1CN(C)C(=O)C1CCC1	-1.9
CCc1nc2ccc(C(=O)Nc3ccc(OC)c(OC)c3)cn2c1N(C)Cc1nccs1	0.6
CC(OC(=O)c1cccnc1Cl)C(=O)NC1CCCCC1 (stereo unspecified)	0.2
O=c1[nH]c2cc(Cl)cc([N+](=O)[O-])c2c2ccc(Cl)cc12	-1.1
COc1ccccc1CNc1nc2cc(-c3ccccc3C)sc2c(=O)n1C	0.3
O=[N+]([O-])c1ccc2c([N+](=O)[O-])ccc3c2c1CC3	1.6
Cc1nc(C(F)(F)F)ccc1C(=O)N1CCC1(C)C(=O)NS(=O)(=O)c1ccc(C#N)cc1 (stereo unspecified)	-0.2
CC(C)COC(=O)N(C)C[C@@H]1OCc2cnnn2CCCC(=O)N([C@H](C)CO)C[C@@H]1C	0.2
Cn1cnc(S(=O)(=O)N2CCCCC2c2cc(C(=O)Nc3ccccc3Cl)no2)c1 (stereo unspecified)	-1.6
CC1(C(=O)Nc2ccc3nc[nH]c3c2)CCN1C(=O)Cc1ccc(-c2ccccc2)cc1 (stereo unspecified)	3.3
CC(=O)Nc1cc(-c2cccc(N)c2)cn2c(-c3ccccc3)cnc12	-1.0
COc1ccc(CN2C(=O)c3ccccc3C2(C)c2nc3ccccc3[nH]2)cc1 (stereo unspecified)	-0.3
Cc1cccc(C)c1NC(=O)C1c2ccccc2OCC(=O)N1CC(F)(F)F (stereo unspecified)	0.1
Cc1nc(SCC(=O)N2CCNC2=O)c(C#N)c(C)c1C	-0.1
CC1CCC(NC(=O)c2ccc(Br)o2)CC1 (stereo unspecified)	-0.9
COc1ccc(Cl)cc1CC1(C)C(=O)Nc2ccc(-c3ccccc3OC)cc21 (stereo unspecified)	3.1
CN(C)c1ccc(-c2ccnc3c2CC(C)(C(=O)NCc2ccncc2)O3)cc1 (stereo unspecified)	1.4
O=C(NC(c1ccc(Cl)cc1)c1cnccn1)C1CCN(Cc2cccc(C(F)(F)F)c2)CC1 (stereo unspecified)	0.2
NC(=O)N1CCN(CCCN2c3ccccc3Sc3cc(Cl)ccc32)CC1	-2.2
Cn1c(=O)c2cc(NC(=O)Nc3cccnc3)ccc2n1Cc1ccc(Cl)cc1	1.2
Cc1ccc(S(=O)(=O)N2[C@H](CC(=O)c3ccc(Cl)c(Cl)c3)OC[C@@H]2C)cc1	-0.4
C[C@@H]1CN([C@@H](C)CO)S(=O)(=O)c2ccc(Br)cc2O[C@H]1CN(C)C(=O)Nc1ccc(C(F)(F)F)cc1	0.9
CC1CCCCC1NC(=O)CSc1ncnc2sccc12 (stereo unspecified)	-0.6
O=[N+]([O-])c1ccc(S(=O)(=O)NCC(c2ccc3c(c2)OCO3)N2CCOCC2)cc1 (stereo unspecified)	1.3
CSCCC(C(=O)Nc1c(C)cccc1C)n1c(-c2cnc(C)cn2)nc2ccccc21 (stereo unspecified)	0.3
CC(C)c1ccc(C(=O)N2CCCC(c3cc(C(=O)Nc4ccccc4Cl)no3)C2)cc1 (stereo unspecified)	0.2
O=C(CCl)N1c2ccccc2Sc2ccc3ccccc3c21	-0.3
NC(=O)c1cccc(Nc2nc(C(N)C3CCCCC3)cs2)n1 (stereo unspecified)	-1.8
Clc1ccccc1-c1ccc2nccn2c1	-1.5
O=c1[nH]c(=O)n(C2OC(CO)C(O)C2O)c2c1CCCC2 (stereo unspecified)	-0.9
CCc1csc(CNC(=O)C2CCC(=O)N(Cc3cccc(OC)c3)C2)n1 (stereo unspecified)	1.1
Cc1cc(NC(=O)CS(=O)(=O)c2cn(Cc3cccc(Cl)c3)c3ccccc23)no1	2.0
CC1(C(=O)NS(=O)(=O)c2ccccc2Cl)CCN1C(=O)c1cccc(F)c1 (stereo unspecified)	-0.3
Cc1ccc([C@H]2C[C@H](O)[C@@H](n3cc(COC(=O)c4ccccc4)nn3)CN2Cc2cccs2)cc1	0.6
O=C(CC[C@H]1O[C@@H](n2ccc(=O)[nH]c2=O)[C@H](O)[C@@H]1O)NCCCc1ccccc1	0.9
Cc1ccc(C)c(CC(=O)N2CCCC(c3cc(C(=O)NCc4ccccc4)no3)C2)c1 (stereo unspecified)	0.6
O=S(=O)(NN=C1CCCCCCC1)c1ccccc1	-0.2
COc1ccc(CN2C(=O)C(CC(=O)NCc3cccs3)CC(C(=O)N3CCOCC3)=C2C)cc1 (stereo unspecified)	0.0
CCN(CC)C(=O)c1cccc(-c2csc(C(C)(O)c3cccc(F)c3)n2)c1 (stereo unspecified)	3.7
COc1ccc(Cl)cc1Cn1c(C)c(C(=O)NCc2cccc(Cl)c2)sc1=O	0.4
COc1ccc(NC(=O)N(C)[C@H]2C[C@H]3c4[nH]c5ccccc5c4CCN3C(=O)[C@H]2[C@H](C)O)cc1	-2.1
COC1=CC(=O)OC(c2cccc(C(F)(F)F)c2)C1 (stereo unspecified)	0.3
COC1C(=O)CCC2(CO2)C1(O)C1(C)OC1CC=C(C)C (stereo unspecified)	0.4
CC(C)(C)c1ccc(CC(=O)N2CCC2(C)C(=O)NS(=O)(=O)c2cccc(Cl)c2)cc1 (stereo unspecified)	0.5
CCN1C(=O)[C@H]2[C@@H](c3ccc(C(F)(F)F)cc3)N[C@]3(CCCN(CC4CCCCC4)C3=O)[C@H]2C1=O	-0.6
CCOC(=O)Nc1ccc2c(c1)C(=NNC(=S)NC)c1ccccc1-2	1.8
CC(C)N1CCCC(C)(C(=O)Nc2nccc3ccccc23)C1 (stereo unspecified)	-0.5
O=C(NCc1cccnc1)c1[nH]c(C(F)(F)F)nc1-c1ccccc1	0.7
CC(C)(C)NC(=O)C(c1ccc(C(F)(F)F)cc1)n1c(=O)c(-c2ccccc2)nc2ccccc21 (stereo unspecified)	2.0
COc1cc(NC(=O)c2cc(-c3ccc(F)cc3OC(C)C)n[nH]2)cc(OC)c1OC	-1.6
O=C(Nc1cccc(Cl)c1)ON1CCCCC1	5.1
CCn1c(SCC(=O)N2CCC(C)CC2)nc2c([nH]c3ccccc32)c1=O	1.5
C[C@H]1CN([C@@H](C)CO)C(=O)CCCn2cc(nn2)CO[C@@H]1CN(C)S(=O)(=O)c1cccs1	-0.8
O=C(/C=C/[C@H]1O[C@@H](n2ccc(=O)[nH]c2=O)[C@H](O)[C@@H]1O)NCC1CCCO1 (stereo partly specified)	-0.9
ON=Cc1ccnc2ccccc12	-1.1
O=S1(=O)C[C@@H](N2CCN(c3ccccc3)CC2)[C@H](COCc2ccccc2)N1	-0.8
CCc1nc2c(OCC3COc4ccccc4O3)cccn2c1N(C)C(=O)c1cccs1 (stereo unspecified)	0.0
CC1(C(=O)O)CCCN1C(=O)c1ccccc1OC(F)(F)F (stereo unspecified)	-2.2
O=C(NCCCN1CCCC1)c1[nH]c(C(F)(F)F)nc1-c1ccccc1	0.4

4 of these compounds, set out differently:
MPTP block,SMILES
-2.2,CC1(C(=O)O)CCCN1C(=O)c1ccccc1OC(F)(F)F (stereo unspecified)
2.0,CC(C)(C)NC(=O)C(c1ccc(C(F)(F)F)cc1)n1c(=O)c(-c2ccccc2)nc2ccccc21 (stereo unspecified)
-0.8,C[C@H]1CN([C@@H](C)CO)C(=O)CCCn2cc(nn2)CO[C@@H]1CN(C)S(=O)(=O)c1cccs1
0.4,COC1C(=O)CCC2(CO2)C1(O)C1(C)OC1CC=C(C)C (stereo unspecified)

(list continues)
SMILES	MPTP block
CC(=O)C1=CCC(c2ccc(Cl)cc2)N(S(=O)(=O)c2ccccc2)C1 (stereo unspecified)	-1.3
COc1ccc(NC(=O)c2cc(-c3cc(F)ccc3OC(C)C)n[nH]2)c(OC)c1	0.2
COCCNc1nc(NCCCN(C)C)c2sccc2n1	-0.7
O=C(NCc1ccccc1)C(c1cc2ccccc2o1)n1c(=O)c(-c2cc3ccccc3[nH]2)nc2ccccc21 (stereo unspecified)	1.9
CCCCN(C=O)c1c(CC)nc2c(OCCOc3ccc(F)cc3)cccn12	0.0
COc1cc2ccc(C(C)=O)cc2cc1OC	-1.3
Cn1c(=O)n(C)c2cc(CNC(=O)[C@H]3O[C@@H](n4cnc5c(N)ncnc54)[C@H](O)[C@@H]3O)ccc21	-1.9
CC(C)[C@@H]1Cc2[nH]c(=S)[nH]c(=O)c2[C@H](CCc2ccccc2)O1	-0.6
O=C(NCCO)c1ccc(-c2cnc3cccnn23)cc1	1.2
COc1ccc(-c2cnc3c(NC=O)cc(-c4ccoc4)cn23)cc1OC	1.0
Cc1ccc(Nc2nc(N)nc(N)c2N=O)cc1C	-0.4
CCCCC(=O)N(C)c1c(C)nc2ccc(C(=O)Nc3cccc(OC)c3)cn12	-0.3
CCc1nc2ccc(C(=O)N3CCN(C(=O)c4ccco4)CC3)cn2c1N(C)C(=O)C1CCCCC1	-1.2
Cc1cccc(OCCNc2ncccc2[N+](=O)[O-])c1	-1.2
CC1(C(=O)NS(=O)(=O)Cc2cccc(Cl)c2)CCN1C(=O)Cc1cccs1 (stereo unspecified)	-0.1
C[C@H](CO)N1C[C@H](C)[C@@H](CN(C)C(=O)Nc2cccc3ccccc23)OCCCC[C@H](C)Oc2ccc(NS(=O)(=O)c3cn(C)cn3)cc2C1=O	2.3
O=C(Nc1ccc(F)cc1)C(c1cccc(F)c1)N1CCN(c2cccc(C(F)(F)F)n2)CC1 (stereo unspecified)	9.7
O=c1[nH]c(=S)[nH]c2c1C(c1ccc(Cl)cc1)OC(C1CCCCC1)C2 (stereo unspecified)	-1.9
O=C(NCCCn1ccnc1)c1sc2cc([N+](=O)[O-])ccc2c1Cl	0.5
COc1ccc(NC(=O)c2ccncc2)cc1S(=O)(=O)N1CCCCC1	-2.1

Some of the entries so far, as comma-separated lines.
smiles,MPTP block
COCCNc1nc(NCCCN(C)C)c2sccc2n1,-0.7
CCCCN(C=O)c1c(CC)nc2c(OCCOc3ccc(F)cc3)cccn12,0.0
Cc1ccc(Nc2nc(N)nc(N)c2N=O)cc1C,-0.4

As a working copy, 3 of the compounds above.
SMILES	MPTP block
O=c1[nH]c(=S)[nH]c2c1C(c1ccc(Cl)cc1)OC(C1CCCCC1)C2 (stereo unspecified)	-1.9
O=C(NCCCn1ccnc1)c1sc2cc([N+](=O)[O-])ccc2c1Cl	0.5
COc1ccc(NC(=O)c2ccncc2)cc1S(=O)(=O)N1CCCCC1	-2.1

Next part.
SMILES	MPTP block
CCc1nc2ccc(C(=O)Nc3ccc(C(N)=O)cc3)cn2c1N(CCC(C)C)CCN(C)C	-0.6
C[C@@H]1CN([C@H](C)CO)C(=O)c2cc(-c3ccc(C#N)cc3)cnc2O[C@H]1CN(C)C(=O)c1ccccc1	0.3
CC1(c2ccc(Cl)cc2)NC(=O)N(CC(=O)Nc2ccc3c(c2)OCO3)C1=O (stereo unspecified)	-4.3
CCc1nc2ccc(C(=O)Nc3ccc(NC(C)=O)cc3)cn2c1N(C)CCC(C)C	-2.3
Cc1c(C(=O)NCc2cccc([N+](=O)[O-])c2)sc(=O)n1Cc1ccccc1F	-0.5
COc1ccc(-c2nc3c(C)cc(Br)cn3c2Cc2ccsc2)cc1OC	-2.5
COc1ccc(NC(=O)c2cc(C3CCCCN3C(=O)c3ccc(NC(C)=O)cc3)on2)c(C)c1 (stereo unspecified)	-1.2
COc1cc(-c2coc3c(C(=O)NCc4ccc(OC)c(OC)c4)cccc23)ccc1O	73.0*
COc1ncnc2c1ncn2CCCN1CCN(C(=O)C2CC2)CC1	1.4
COc1ccc(Cc2c(-c3ccc(F)cc3)nc3c4ccccc4ccn23)c(C)c1	-0.4
Cc1cc(N2CCN(C(=O)c3[nH]c(C(F)(F)F)nc3-c3ccccc3)CC2)c2ccccc2n1	0.1
COCCn1c(SCC(=O)Nc2cc(C)on2)nc2c([nH]c3ccccc32)c1=O	-0.2
CCCCC1Cc2[nH][nH]c(=O)c2C(c2ccc(Cl)cc2)O1 (stereo unspecified)	-1.6
C[C@@H]1CN([C@@H](C)CO)C(=O)CCCn2nncc2CO[C@@H]1CN(C)C(=O)NC1CCCCC1	-0.8
O=C(c1ccc([N+](=O)[O-])s1)N1CCN(c2ncccn2)CC1	-1.2
CC1(C)CC(=O)C=C(c2ccc(COC(=O)c3cc(F)cc(F)c3)cc2)C1=O	0.0
CCC(=O)N1CCCC1(C)C(=O)Nc1cccc(Oc2ccccc2)c1 (stereo unspecified)	-1.2
Fc1cccc(Cc2c(C3CCCCC3)nc3ccc(Br)cn23)c1	-0.6
COC(=O)[C@@]1(Cc2ccc(F)cc2)[C@H]2c3cc(C(=O)N(C)C)n(C)c3C[C@H]2CN1C(=O)c1ccccc1	-0.4
CCOc1ccc(NS(=O)(=O)c2ccc(C(=O)NCC(c3ccco3)N3CCCCC3)cc2)cc1 (stereo unspecified)	1.2
CCOc1ccc(NC(=O)CSc2nc3ccsc3c(=O)n2Cc2ccc(C(=O)O)cc2)cc1	-1.0
Cc1ccc(-c2c(N)nc3ncccn23)cc1	-0.1
C[C@@H]1CN([C@H](C)CO)C(=O)CCCn2cc(nn2)CO[C@H]1CN(C)S(=O)(=O)c1ccc(-n2cccn2)cc1	0.6
COC(=O)c1ccccc1COc1cccn2c(N(C)Cc3cccs3)c(C)nc12	31.0
CCNC(=O)C1(C)CCN(C(=O)c2ccccc2C(F)(F)F)C1 (stereo unspecified)	-0.7
COc1ccc(OC)c(NC(=O)COC(=O)c2ccc(S(=O)(=O)N3CCCCC3)cc2)c1	-1.1
C[C@H]1CN([C@@H](C)CO)C(=O)CCCn2nncc2CO[C@@H]1CN(C)Cc1ccc(Cl)c(Cl)c1	-0.9
COC(=O)C(CCC(=O)CN1C(=O)c2ccccc2C1=O)N1C(=O)c2ccccc2C1=O (stereo unspecified)	0.4
COCOCCn1cc(CN2CCS(=O)(=O)N(Cc3ccc(-c4ccncc4)cc3)C(C)C2=O)nn1 (stereo unspecified)	-1.8
CCCCCC(=O)N1C[C@H](n2cc(C3CC3)nn2)[C@@H](O)C[C@@H]1c1ccc(C)cc1	0.2
COc1cccc(C(O)c2nc(-c3ccccc3)cs2)c1 (stereo unspecified)	0.2
